H9c2 TAG inh = inhibitors of triacylglycerol accumulation, primary screen, cell-based, uHTS, fluorescence, H9c2; H9c2 cells, Nile Red lipid (TAG) fluorescence; cells loaded with 200 µM oleic acid; inhibition, % at 12.5 µM; 230,000 compounds, 0.66% hits; AID 651582, 2012;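 active means pattern-corrected inhibition of lipid staining of at least 50% with the nuclear-stain viability signal not falling by more than 50%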;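 further: 0% = DMSO wells and 100% = triacsin C control wells; some results filed as inactive read as strong as hits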
H9c2 TAG inh DAPI viability = recorded beside H9c2 TAG inh, whose call it bears; DAPI nuclei signal change (viability), lower = more cytotoxic, %;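 whole-well DAPI fluorescence read on a plate reader as a viability signal; minus 50 percent equals half of cells still viable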
An asterisk follows results filed as active.

SMILES | H9c2 TAG inh | H9c2 TAG inh DAPI viability
O=C(OCc1cc(=O)n2cc(Br)ccc2n1)C1COc2ccccc2O1 (configuration not stated) | 0 | -1
C/C(CC(=O)Nc1ccc(Cl)c(Cl)c1)=N\NC(N)=S | -52 | 15
CCN(Cc1nc2cc(OC)c(OC)cc2c(=O)[nH]1)C(=O)c1ccc(S(=O)(=O)N(C)C)cc1 | -36 | 17
CNC(=O)c1ccccc1S(=O)c1ccccc1C#N (configuration not stated) | 4 | -7
CCN(C(=O)CN1C(=O)NC2(CCc3ccccc32)C1=O)C1CCCCC1 (configuration not stated) | 40 | -4
CCOc1cc(S(=O)(=O)N(CC)CC)ccc1Br | -12 | 4
Cc1onc(-c2ccccc2)c1C(=O)Nc1ccc(S(=O)(=O)N2CCCC2)cc1 | 14 | -3
Nc1nc(CSc2ccc(Cl)cc2)nc(N2CCCCC2)n1 | -10 | 10
CCC(C)c1ccc(NC(=O)C2CCN(c3ncccn3)CC2)cc1 (configuration not stated) | 19 | 9
CCOCCSc1nc2c(c(=O)[nH]c(=O)n2C)n1CCCc1ccccc1 | 12 | -13
O=C1CN(C(=O)c2ccc(Cl)c(S(=O)(=O)N3CCc4ccccc43)c2)c2ccccc2N1 | -15 | 1
Cc1nc(N2CCN(S(=O)(=O)c3cccs3)CC2)c2c(-c3ccccc3)c(C)sc2n1 | -5 | 12
C/C(=N\NC(=O)c1cc2ccccc2cc1O)c1ccc(C)o1 | 4 | -1
COc1ccc(CNC(=O)O[C@H]2Cn3c(=O)ccc(=O)n3[C@@H]3CN(S(=O)(=O)c4ccc(C)cc4)C[C@]23O)cc1OC | 9 | -1
COc1cc2c(cc1OC)C1(Nc3c-2c(-c2ccccc2)nn3-c2ccccc2)C(=O)Nc2ccccc21 (configuration not stated) | 32 | 25
COc1ccc(N2CCN(CC(=O)NCc3ccccc3)CC2)cc1 | 3 | 4
Cc1cc(C)c(S(=O)(=O)NCC(CCC(=O)O)C(F)(F)F)c(C)c1 (configuration not stated) | -16 | 12
CCN(CC)S(=O)(=O)c1cccc(NC(=O)/C=C/c2cccc([N+](=O)[O-])c2)c1 | -8 | -1
CC(C)CNC(=O)C1(C)CCCN1C(=O)c1c(Cl)cccc1Cl (configuration not stated) | -9 | 14
CC(=O)c1ccc(C(=O)N2CCC(n3nccc3NC(=O)C3CC3)CC2)cc1 | 3 | 1

3 compounds already listed, sorted by length of the SMILES, largest number first.
SMILES | H9c2 TAG inh | H9c2 TAG inh DAPI viability
CCN(Cc1nc2cc(OC)c(OC)cc2c(=O)[nH]1)C(=O)c1ccc(S(=O)(=O)N(C)C)cc1 | -36 | 17
CCOCCSc1nc2c(c(=O)[nH]c(=O)n2C)n1CCCc1ccccc1 | 12 | -13
CNC(=O)c1ccccc1S(=O)c1ccccc1C#N (configuration not stated) | 4 | -7

The listing continues.
SMILES | H9c2 TAG inh | H9c2 TAG inh DAPI viability
CCOC(=O)C1CCCN(c2nnnn2-c2ccccc2)C1 (configuration not stated) | 11 | -15
CC(=O)Nc1ccc(SCC(=O)NNC(=O)CN(C)S(=O)(=O)c2ccc(C)cc2)cc1 | 7 | -11
COc1ccccc1/C=C1/SC(=S)N(CCC(=O)Nc2cccnc2)C1=O | 14 | 3
O=C(CCS(=O)(=O)c1cccc2nsnc12)N1CCN(Cc2ccc3c(c2)OCO3)CC1 | -3 | 4
CC1CCN(C(=O)CN2C(=O)C(=O)N(C(C)C)C2=O)c2ccccc2S1 (configuration not stated) | 5 | 5
O=C1CCc2cc(S(=O)(=O)Nc3ccccc3Cl)ccc2N1 | 4 | 1
CCC(CC)C(=O)Nc1cccc(C(=O)c2ccccc2)c1 | 8 | 2
NS(=O)(=O)c1ccc(-c2ccc(/C=C3\NC(=S)NC3=O)o2)cc1 | 1 | -3
CCn1c(SCCN2CCOCC2)nc2c1c(=O)n(C)c(=O)n2C | -4 | 0
Cc1cc(=O)[nH]c(Nc2cccc(Br)c2)n1 | 15 | -11
CCOc1ccc(NC(=O)c2ccc(Cn3nc(C)cc3C)o2)cc1 | 13 | -4
CN(C)c1ccnc(-n2cccc2/C=N/OCc2ccc(F)cc2Cl)c1C#N | -25 | 5
CCC(=O)NC(c1cc(Cl)c2cccnc2c1O)C(C)C (configuration not stated) | 38 | -39
COC(=O)c1ccc(N2CCN(S(=O)(=O)c3ccc(C)cc3)CC2)c([N+](=O)[O-])c1 | -14 | 8
CCOC(=O)c1c(C)nc2ccccc2c1C | -9 | 8
CN1CC(=O)N(CC(=O)Nc2cccc(S(=O)(=O)N3CCOCC3)c2)C1=O | -3 | -9
O=C(O)C1CCCN1S(=O)(=O)c1ccc2ccccc2c1 (configuration not stated) | 3 | -4
CS(=O)(=O)N1CCc2cc(C(=O)N3CCCC3)ccc21 | 26 | -13
CCN(CC)c1ccc(CNc2ccc(Br)cn2)cc1 | 12 | -4
Cc1cc(C(=O)N/N=C/c2ccc(N(C)C)o2)cs1 | 1 | -4
CC(=O)Nc1ccc(Nc2c3ccccc3nc3ccccc23)cc1 | 28 | -36
O=C(COC(=O)c1cc(=O)c2ccccc2o1)NCc1ccc(Cl)cc1 | -9 | 8
CC(C)CN(C(=O)C1=NN(c2ccccc2)C(=O)CC1)c1c(N)n(Cc2ccccc2)c(=O)[nH]c1=O | -12 | 2
Cc1ccc2nc(SC(C)C(=O)NCc3ccco3)[nH]c2c1 (configuration not stated) | 3 | 8
COCc1cc(C)n(CC(=O)Nc2ccccc2C(=O)OC)c(=O)c1C#N | 9 | -7
CCOC(=O)C1(C)CCCN1C(=O)c1ccc(C(=O)OC)cc1 (configuration not stated) | 8 | -5
Cc1cccc(NC(=S)NCc2ccco2)n1 | 0 | -1
CCCCOC(=O)NC1CCS(=O)(=O)C1 (configuration not stated) | -30 | 3
CCc1nnc(NC(=O)c2ccc3c(=O)n4c(nc3c2)CCC4)s1 | 9 | -5
Cc1ccccc1C(=O)NCC(=O)OC(C)C(=O)Nc1cccc(S(=O)(=O)N2CCOCC2)c1 (configuration not stated) | 20 | -14
Cc1noc(C)c1C(=O)OCC(=O)Nc1ccc(N2CCOCC2)cc1 | 20 | -2
Clc1cccc(/C=N/Nc2ncnc3ccccc23)c1 | -9 | 14
CCOc1ccc(Nc2ccc(S(=O)(=O)N3CCOCC3)cc2[N+](=O)[O-])cc1 | -1 | -2
CC(OC(=O)/C=C/c1ccc2ccccc2n1)C(=O)NCc1ccccc1 (configuration not stated) | -5 | -1
C[C@H](NC(N)=O)C(=O)OCC(=O)NCc1cccs1 | 16 | -3
COc1cc(NC(=O)Cn2c(=O)n(CC3CCCO3)c(=O)c3cc(OC)c(OC)cc32)cc(OC)c1 (configuration not stated) | -8 | -8
Cc1c(NS(=O)(=O)c2ccc(Cl)c(C(=O)OC(C)C(=O)NCc3ccco3)c2)c(=O)n(-c2ccccc2)n1C (configuration not stated) | 15 | -21
C=CCN1C(=O)C2(C(C(=O)c3ccc(C)o3)=C(O)C(=O)N2CCCN2CCOCC2)c2ccccc21 (configuration not stated) | -10 | 0
CC(=O)OC[C@]1(OC(C)=O)C[C@@]23CC[C@H]4[C@@](C)(CCC[C@@]4(C)C(=O)O)[C@@H]2CC[C@@H]1C3 | -1 | 1
c1ccc(-c2csc(Nc3ccccn3)n2)cc1 | 12 | -6
Cc1ccc(CN(C(=O)Cn2nnc3ccccc32)C(C(=O)NCc2ccco2)c2cccs2)cc1 (configuration not stated) | -12 | 3
Cn1c(N)c(C(=O)COC(=O)c2ccccc2C(F)(F)F)c(=O)n(C)c1=O | 8 | 4
CCn1ccnc1CNC(=O)c1ccc2oc(C(C)C)nc2c1 | 1 | 1
O=C(COC(=O)CCN1C(=O)C2CC=CCC2C1=O)NCCc1ccc(F)cc1 (configuration not stated) | -17 | 8
COc1ccc(OC)c(NC(=O)NCc2ccc(F)cc2)c1 | -9 | 5
Cc1cc(C)nc(NS(=O)(=O)c2ccc(NC(=O)CN3C(=O)C4CC=CCC4C3=O)cc2)n1 (configuration not stated) | 0 | -7
COc1ccc(N(C)C(=O)Cc2c(C(=O)O)[nH]c3ccccc23)cc1 | -3 | 0
COC(=O)C1=C(C)N(c2cccc(Cl)c2)C(=O)C1 | 14 | 0
CC1(c2cccc(Br)c2)NC(=O)N(CC(=O)NCCC2=CCCCC2)C1=O (configuration not stated) | 0 | 3
O=S(=O)(c1cnc[nH]1)N1CCc2ccccc21 | -1 | 5
CCCCn1c(N)c(N(CCC(C)C)C(=O)C2=COCCO2)c(=O)[nH]c1=O | 4 | -8
Cc1sc2ncnc(N3CCC(C(=O)NCC(=O)Nc4ccc(F)c(F)c4)CC3)c2c1C | -20 | 1
CC1C=CCC2C(=O)N(c3ccc(OC(=O)c4cccs4)cc3)C(=O)C12 (configuration not stated) | 8 | 4
Cc1ccc2c(C)nc(Nc3nc(CSc4nc5ccccc5s4)cc(=O)[nH]3)nc2c1 | -1 | 3
COc1cccc(OCc2cc(C3Nc4ccccc4C(=O)N3Cc3ccco3)ccc2OC)c1 (configuration not stated) | -5 | 3
COCCCNC(=O)c1csc([C@@H]2C[C@H](O)[C@@H](CO)O2)n1 | -2 | 1
O=c1cc(-c2ccc(Cl)cc2)nc(N2CCN(c3ccccc3)CC2)[nH]1 | -3 | -1
Cc1ccccc1NC(=O)CNc1ccccc1C(=O)NCc1ccco1 | 12 | 3
C/C(=N\NC(=O)Cc1ccc(Cl)c(Cl)c1)c1cccnc1 | 3 | 1
C=CCSC(CC)(CC)C(N)=O | -13 | -2

25 neighbouring entries out of the list so far, for reference:
SMILES | H9c2 TAG inh | H9c2 TAG inh DAPI viability
COc1cc(NC(=O)Cn2c(=O)n(CC3CCCO3)c(=O)c3cc(OC)c(OC)cc32)cc(OC)c1 (configuration not stated) | -8 | -8
Cc1c(NS(=O)(=O)c2ccc(Cl)c(C(=O)OC(C)C(=O)NCc3ccco3)c2)c(=O)n(-c2ccccc2)n1C (configuration not stated) | 15 | -21
C=CCN1C(=O)C2(C(C(=O)c3ccc(C)o3)=C(O)C(=O)N2CCCN2CCOCC2)c2ccccc21 (configuration not stated) | -10 | 0
CC(=O)OC[C@]1(OC(C)=O)C[C@@]23CC[C@H]4[C@@](C)(CCC[C@@]4(C)C(=O)O)[C@@H]2CC[C@@H]1C3 | -1 | 1
c1ccc(-c2csc(Nc3ccccn3)n2)cc1 | 12 | -6
Cc1ccc(CN(C(=O)Cn2nnc3ccccc32)C(C(=O)NCc2ccco2)c2cccs2)cc1 (configuration not stated) | -12 | 3
Cn1c(N)c(C(=O)COC(=O)c2ccccc2C(F)(F)F)c(=O)n(C)c1=O | 8 | 4
CCn1ccnc1CNC(=O)c1ccc2oc(C(C)C)nc2c1 | 1 | 1
O=C(COC(=O)CCN1C(=O)C2CC=CCC2C1=O)NCCc1ccc(F)cc1 (configuration not stated) | -17 | 8
COc1ccc(OC)c(NC(=O)NCc2ccc(F)cc2)c1 | -9 | 5
Cc1cc(C)nc(NS(=O)(=O)c2ccc(NC(=O)CN3C(=O)C4CC=CCC4C3=O)cc2)n1 (configuration not stated) | 0 | -7
COc1ccc(N(C)C(=O)Cc2c(C(=O)O)[nH]c3ccccc23)cc1 | -3 | 0
COC(=O)C1=C(C)N(c2cccc(Cl)c2)C(=O)C1 | 14 | 0
CC1(c2cccc(Br)c2)NC(=O)N(CC(=O)NCCC2=CCCCC2)C1=O (configuration not stated) | 0 | 3
O=S(=O)(c1cnc[nH]1)N1CCc2ccccc21 | -1 | 5
CCCCn1c(N)c(N(CCC(C)C)C(=O)C2=COCCO2)c(=O)[nH]c1=O | 4 | -8
Cc1sc2ncnc(N3CCC(C(=O)NCC(=O)Nc4ccc(F)c(F)c4)CC3)c2c1C | -20 | 1
CC1C=CCC2C(=O)N(c3ccc(OC(=O)c4cccs4)cc3)C(=O)C12 (configuration not stated) | 8 | 4
Cc1ccc2c(C)nc(Nc3nc(CSc4nc5ccccc5s4)cc(=O)[nH]3)nc2c1 | -1 | 3
COc1cccc(OCc2cc(C3Nc4ccccc4C(=O)N3Cc3ccco3)ccc2OC)c1 (configuration not stated) | -5 | 3
COCCCNC(=O)c1csc([C@@H]2C[C@H](O)[C@@H](CO)O2)n1 | -2 | 1
O=c1cc(-c2ccc(Cl)cc2)nc(N2CCN(c3ccccc3)CC2)[nH]1 | -3 | -1
Cc1ccccc1NC(=O)CNc1ccccc1C(=O)NCc1ccco1 | 12 | 3
C/C(=N\NC(=O)Cc1ccc(Cl)c(Cl)c1)c1cccnc1 | 3 | 1
C=CCSC(CC)(CC)C(N)=O | -13 | -2

(list continues)
SMILES | H9c2 TAG inh | H9c2 TAG inh DAPI viability
CC(=O)N1N=C(c2ccco2)CC1c1cc2ccc(C)cc2nc1Cl (configuration not stated) | -7 | 5
Cn1c(N)c(C(=O)CSc2nc(C3CC3)n(-c3ccccc3)n2)c(=O)n(C)c1=O | 12 | 0
COc1ccccc1NC(=S)Nc1cccc(F)c1 | 10 | 7
CCN1CCN(C(=O)NC2CC(=O)N(c3ccc(OC)cc3)C2)CC1 (configuration not stated) | -1 | -2
Cc1ccc(C(=O)c2cc(C)sc2NC(=O)CN2CCN(C(=O)c3ccco3)CC2)cc1 | 32 | -9
Cc1cc(=O)oc2ccc(OC(=O)CC(C)C)cc12 | -1 | -4
C/C(CC(=O)Nc1cccc(Cl)c1)=N\NC(=O)Cc1ccc(Cl)cc1 | 20 | -17
CCN1CC=C2C(C#N)=C(N)C(C#N)(C#N)C(CCc3ccccc3)C2C1 (configuration not stated) | -15 | 22
CCOC(=O)C1=C(C)NC(C)=C(C(=O)OCC)C1C(=O)OCC(=O)N(C)C | -11 | -1
N#Cc1ccccc1COC(=O)c1cc(S(=O)(=O)N2CCOCC2)ccc1F | 24 | -3
CC1CCCCC1=NNC(=O)c1ccccc1 (configuration not stated) | 4 | -3
COc1ccc(NC(=O)C2(C)Cc3c(-c4cccc(NC(C)=O)c4)ccnc3O2)cc1 (configuration not stated) | 41 | -38

Some of the compounds tested (hit frequency here may not be typical).
